From PubChem BioAssay
Tau ThT inhib: qHTS for Inhibitors of Tau Fibril Formation, Thioflavin T Binding | AID 1460, 2008 | recombinant tau K18 P301L, heparin-induced fibrillization, ThT fluorescence | 270,000 compounds, 2.1% hits | Potency, µM (highest dose often 57.4 µM), inactives show at the top dose activity, negative = inhibition, hits mostly inhibitors; note: nearly all actives have a fitted effect of over 55% in size
Target sequence (P10636 561-689 P618L limits assumed): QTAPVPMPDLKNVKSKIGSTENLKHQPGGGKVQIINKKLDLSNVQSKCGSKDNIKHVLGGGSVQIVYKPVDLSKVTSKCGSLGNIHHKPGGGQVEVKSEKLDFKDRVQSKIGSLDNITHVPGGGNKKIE
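Heparin-induced fibrillization of the P301L-mutant K18 repeat-domain fragment of human tau was followed by ThT binding in quantitative high-throughput format.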
TR SRC2 fluor cs: Total Fluorescence Counterscreen for Inhibitors of the Interaction of Thyroid Hormone Receptor and Steroid Receptor Coregulator 2; 280,000 compounds, 0.29% hits; AID 1479, 2009; TRb/SRC2 Texas Red total fluorescence interference; Potency, µM (highest dose often 106 µM), inactives show top-dose fluorescence change, negative = quenching; active = well fitted curve in either direction with a large enough effect; inconclusive = small, poorly fitted or top-dose-only effect
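Human TRb ligand-binding domain at 0.6 uM with 20 nM Texas Red SRC2 peptide in Tris buffer containing 1 uM T3 and 5% DMSO, incubated with compound 5 h at ambient temperature. Total fluorescence (555/632 nm) calculated as parallel + 2 × perpendicular.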
ALDH1A1 block: qHTS Assay for Inhibitors of Aldehyde Dehydrogenase 1 (ALDH1A1); Aldehyde dehydrogenase 1A1 (Homo sapiens), P00352; Purified ALDH1A1, NADH fluorescence, propionaldehyde substrate; 220,000 compounds, 7.3% hits; Potency, µM (highest dose often 75.3 µM), without a hit: at the top dose activity, negative = inhibition, actives largely listed as inhibitors; active = well fitted inhibition curve with a large enough effect, not every such curve was filed as active; inconclusive = small, poorly fitted or top-dose-only effect, or another doubt; inactive = no such curve, though single readings can be large or run the other way;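 note: plate controls were no enzyme wells and a reference inhibitor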
Target sequence (P00352 whole entry, looked up): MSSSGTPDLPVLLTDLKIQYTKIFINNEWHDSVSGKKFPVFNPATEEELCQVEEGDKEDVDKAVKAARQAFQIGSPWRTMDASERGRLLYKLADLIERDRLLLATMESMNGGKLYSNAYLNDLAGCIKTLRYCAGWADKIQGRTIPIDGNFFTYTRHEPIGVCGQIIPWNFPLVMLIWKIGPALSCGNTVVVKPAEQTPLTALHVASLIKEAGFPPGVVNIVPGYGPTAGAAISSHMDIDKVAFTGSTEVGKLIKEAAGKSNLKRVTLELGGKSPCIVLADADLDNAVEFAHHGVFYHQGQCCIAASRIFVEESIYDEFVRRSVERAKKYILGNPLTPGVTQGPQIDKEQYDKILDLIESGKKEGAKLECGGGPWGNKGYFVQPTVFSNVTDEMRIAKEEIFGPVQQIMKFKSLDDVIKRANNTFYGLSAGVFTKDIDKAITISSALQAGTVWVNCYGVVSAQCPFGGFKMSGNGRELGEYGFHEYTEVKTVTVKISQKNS
Tau fluor counter: Counterscreen qHTS for Inhibitors of Tau Fibril Formation, Fluorescence Polarization; tau K18 P301L (four-repeat tau fragment) Alexa594 fluorescence, heparin fibrillization; Potency, µM (series often up to 57.7 µM), without a hit: top-dose activity change, negative = decrease; 280,000 compounds, 0.93% hits; note: nearly all actives have a fitted effect of over 55% in size
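Human K18 P301L tau (15 uM unlabeled plus 0.24 uM Alexa 594-labeled, final) in 100 mM sodium acetate pH 7 was mixed with compound and 20 uM heparin and incubated 6 hr at 37 C.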
TRb SRC2 PPI: qHTS for Inhibitors of the Interaction of Thyroid Hormone Receptor and Steroid Receptor Coregulator 2. Thyroid hormone receptor beta (Homo sapiens), P10828. TRbeta-SRC2 peptide binding, fluorescence polarization; receptor liganded with 1 µM T3. Potency, µM (highest dose often 106 µM), without a hit: at the top dose activity change, negative = inhibition, usual class: inhibitors. 280,000 compounds, 0.065% hits. AID 1469, 2008;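 note: plate controls were bound peptide for no effect and peptide without receptor for full effect; nearly all actives have a fitted effect of over 50% in size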
Target sequence (P10828 whole entry, looked up): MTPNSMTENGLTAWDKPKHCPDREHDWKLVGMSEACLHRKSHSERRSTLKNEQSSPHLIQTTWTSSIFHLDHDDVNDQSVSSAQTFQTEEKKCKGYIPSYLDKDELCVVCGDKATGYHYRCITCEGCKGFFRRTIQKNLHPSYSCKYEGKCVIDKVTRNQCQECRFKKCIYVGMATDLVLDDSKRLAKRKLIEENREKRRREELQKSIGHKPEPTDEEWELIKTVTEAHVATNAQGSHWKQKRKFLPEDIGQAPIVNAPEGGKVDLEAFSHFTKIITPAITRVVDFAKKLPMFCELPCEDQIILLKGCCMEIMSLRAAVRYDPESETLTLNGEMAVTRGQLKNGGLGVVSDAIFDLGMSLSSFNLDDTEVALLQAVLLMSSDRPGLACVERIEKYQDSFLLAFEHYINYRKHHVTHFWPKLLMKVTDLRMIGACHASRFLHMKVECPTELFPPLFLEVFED
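Human TRb ligand-binding domain (0.6 uM) is mixed with 20 nM Texas Red SRC2 peptide and 1 uM T3; after compound addition and 5 hr at ambient temperature, polarization is measured and normalized to unbound and bound controls.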
GLA spleen mod: qHTS Assay for Inhibitors and Activators of Human alpha-Galactosidase From Spleen Homogenate; human spleen homogenate, 4MU-alpha-Gal fluorescence, 40 min; Potency, µM (series often up to 80 µM), for inactives: top-dose activity change, negative = inhibition, most hits filed as inhibitors; 240,000 compounds, 0.008% hits;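 note: 0% = enzyme with vehicle and -100% = no enzyme basal signal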
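Inhibition or activation of alpha-galactosidase in human spleen homogenate is scored by 4-MU fluorescence after 40 min at 37C, pH 5.0, with 1 mM substrate. AC50s come from concentration-response fitted to the Hill equation.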
L3MBTL1 inh: qHTS Assay for the Inhibitors of L3MBTL1. AlphaScreen L3MBTL1–H3K9me1 peptide binding. Potency, µM (series often up to 57.1 µM), inactives show at the top dose activity, negative = inhibition, usual class: inhibitors. Lethal(3)malignant brain tumor-like protein 1 (Homo sapiens), Q9Y468. 230,000 compounds, 0.66% hits; note: nearly all actives have a fitted effect of over 60% in size
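AlphaScreen proximity signal between nickel-chelate acceptor and streptavidin donor beads (final 10 ug/mL) reports binding of 50 nM L3MBTL1 to 75 nM biotin-H3 K9me1 peptide; complex incubated with compounds 30 min at room temperature; cefsulodin titration as control.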
Tau FP inhib: qHTS for Inhibitors of Tau Fibril Formation, Fluorescence Polarization. K18 P301L tau heparin fibrillization, Alexa594 FP, 6 h. Potency, µM (series often up to 57.7 µM), for inactives: top-dose activity, negative = inhibition, actives largely listed as inhibitors. 280,000 compounds, 0.39% hits. AID 1468, 2008; note: nearly all actives have a fitted effect of over 55% in size
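Compound effects on tau fibrillization are measured by Alexa 594 fluorescence polarization (ex 555, em 632 nm). K18 P301L tau is used at 15 uM with 0.24 uM labeled tracer, and 20 uM heparin induces aggregation over 6 hr at 37 C.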
Starred values were filed as active, the others as inactive; ? = inconclusive; nt = not tested or not shown; [ ] = remark or other dose. Unless noted, calls come from the whole dose curve; as a rule, active = well fitted curve in the direction sought with a large enough effect; inconclusive = small, poorly fitted or top-dose-only effect, or another doubt; inactive = no such curve, though single readings can be large; an effect the other way counts as inactive or inconclusive. Unless noted, % is set by controls: 0 for no effect and ±100 for the full control effect; potency is the fitted concentration of half-maximal effect.

No. | compound | Tau ThT inhib | TR SRC2 fluor cs | ALDH1A1 block | Tau fluor counter
1 | COC(=O)C1CCN(C(=O)c2cc3ccccc3oc2=O)CC1 | -20% | 2% | -8% | -4%
2 | Cc1ccc(NC(=O)CSc2nc(-c3ccccc3Cl)nc3cc(=O)[nH]n23)c(C)c1 | -15% | 2% | nt | -6%
3 | C#CCN1C(=O)C(O)(CC(=O)c2cc(OC)ccc2OC)c2ccccc21 (centres undefined) | 1% | -1% | 3.5µM* | 9%
4 | COc1ccc(OC)c(NC(=O)C2CCN(S(=O)(=O)c3ccc4c(c3)CC(C)N4C(C)=O)CC2)c1 (centres undefined) | -4% | 1% | nt | -10%
5 | CNC(=S)N(CCc1c(C)[nH]c2ccc(OC)cc12)Cc1cc(OC)c(OC)c(OC)c1 | ? | -1% | -11% | ?
6 | CCOC(=O)c1nnn(-c2ccccc2C#N)c1C | 0% | -3% | 16% | 1%
7 | COc1ccc2nc(NC(=O)/C=C/c3ccc4c(c3)OCO4)sc2c1 | -9% | -3% | -9% | -4%
8 | CC1=C(C(=O)Nc2ccc(F)cc2F)C2(CCN(C(C)C)CC2)OC1=O | 7% | 0% | nt | 2%
9 | CC1CCN(S(=O)(=O)c2ccc3c(ccc(=O)n3CC(=O)Nc3ccc(C(C)C)cc3)c2)CC1 | 6% | 2% | nt | -21%
10 | Cc1ccc(C(=O)NC(NC(=S)Nc2ccc(S(N)(=O)=O)cc2)C(Cl)(Cl)Cl)cc1 (centres undefined) | 1% | -6% | 2% | ?
11 | CC1=NN(c2ccccc2)C(=O)C1/C=C1/NC(=S)NC1=O (centres undefined) | nt | -1% | nt | 11%
12 | CCCCn1c2c(c(=N)c3ccccc31)CCC2 | 6% | 0% | nt | 7%

No. | TRb SRC2 PPI | GLA spleen mod | L3MBTL1 inh | Tau FP inhib
1 | 1% | -10% | nt | 7%
2 | -1% | nt | nt | -1%
3 | -13% | -24% | nt | 7%
4 | 1% | nt | nt | 8%
5 | 0% | -3% | -8% | 18%
6 | -1% | -2% | 8% | -3%
7 | -11% | -7% | -1% | 7%
8 | 5% | nt | nt | 6%
9 | -8% | nt | nt | ?
10 | 2% | 6% | -8% | ?
11 | 0% | -6% | nt | 10%
12 | 1% | -1% | -9% | -6%

An excerpt from above, limited to Tau FP inhib, L3MBTL1 inh and GLA spleen mod.
nr	canonical_smiles	Tau FP inhib	L3MBTL1 inh	GLA spleen mod
5	CNC(=S)N(CCc1c(C)[nH]c2ccc(OC)cc12)Cc1cc(OC)c(OC)c(OC)c1	18%	-8%	-3%
2	Cc1ccc(NC(=O)CSc2nc(-c3ccccc3Cl)nc3cc(=O)[nH]n23)c(C)c1	-1%	nt	nt
7	COc1ccc2nc(NC(=O)/C=C/c3ccc4c(c3)OCO4)sc2c1	7%	-1%	-7%
11	CC1=NN(c2ccccc2)C(=O)C1/C=C1/NC(=S)NC1=O (centres undefined)	10%	nt	-6%
6	CCOC(=O)c1nnn(-c2ccccc2C#N)c1C	-3%	8%	-2%
1	COC(=O)C1CCN(C(=O)c2cc3ccccc3oc2=O)CC1	7%	nt	-10%

(more compounds)
No. | compound | Tau ThT inhib | TR SRC2 fluor cs | ALDH1A1 block | Tau fluor counter
13 | CCn1nc(C)c(/C=C/C(=O)Nc2ccc(C)cc2C)c1C | -14% | -2% | -5% | -3%
14 | O=C(CSc1nc(O)cc(=O)n1-c1ccccc1)Nc1ccc2c3c(cccc13)CC2 | ? | -3% | ? | -4%
15 | COc1cc2c(cc1OC)C(COc1cc(C)cc(C)c1)N(C(=O)c1ccc(S(=O)(=O)N3CCCC3)cc1)CC2 (centres undefined) | 3% | 0% | nt | -10%
16 | CN(Cc1c(O)ccc2c1oc(=O)c1ccccc12)C1CCCCC1 | -9% | -1% | ? | -5%
17 | N#Cc1ccc(Oc2ccc(-c3nc4ccccc4nc3-c3ccccc3)cc2)cc1C#N | 0% | 10% | ? | -6%
18 | COc1ccc(OCCCCOc2ccccc2Cl)cc1 | ? | -1% | 13% | -8%
19 | COc1cc(NC(=O)CSc2nncn2C)cc(OC)c1OC | -5% | 0% | 3% | -3%
20 | CC[C@H](C)[C@@H]1NC(=O)c2cc([N+](=O)[O-])cc(I)c2NCC[C@@H](C(N)=O)NC(=O)[C@H](CCCN=C(N)N)NC1=O | -11% | -1% | 0% | -9%
21 | O=C(Nc1nc(-c2ccccn2)cs1)C12CC3CC(CC(O)(C3)C1)C2 | -14% | -7% | ? | -12%
22 | CSC(=NCCCN1CCOCC1)NS(=O)(=O)c1cccs1 | -3% | -7% | 4% | 0%
23 | CC(=O)Nc1ccc(NC(=O)CN(c2ccc(F)cc2)S(=O)(=O)c2ccc3c(c2)OCCO3)cc1 | -14% | -2% | 1% | ?
24 | Cc1cn(C)c(CC(=O)N2CCN(c3cccc(Cl)c3)CC2)c1C(=O)O | 0% | 2% | nt | 2%

No. | TRb SRC2 PPI | GLA spleen mod | L3MBTL1 inh | Tau FP inhib
13 | -2% | 4% | 1% | -3%
14 | 14% | 0% | -11% | -4%
15 | 10% | nt | nt | -13%
16 | -5% | 13% | nt | 4%
17 | 1% | -4% | 11% | -11%
18 | 0% | 4% | 89%[activator] | -6%
19 | -4% | 1% | 2% | 0%
20 | -9% | -3% | 2% | -7%
21 | -1% | 5% | ? | 1%
22 | 1% | 5% | 1% | 4%
23 | -14% | 9% | nt | 1%
24 | 0% | nt | nt | 1%

Single records (already shown). Screens in order: Tau ThT inhib	TR SRC2 fluor cs	ALDH1A1 block	Tau fluor counter	TRb SRC2 PPI	GLA spleen mod	L3MBTL1 inh	Tau FP inhib
Profile of COc1cc(NC(=O)CSc2nncn2C)cc(OC)c1OC = -5%	0%	3%	-3%	-4%	1%	2%	0%
Profile of COc1ccc(OCCCCOc2ccccc2Cl)cc1 = ?	-1%	13%	-8%	0%	4%	89%[activator]	-6%

Next structures:
No. | compound | Tau ThT inhib | TR SRC2 fluor cs | ALDH1A1 block | Tau fluor counter
25 | O=C(c1ccc(-c2ccccc2)cc1)N1CCC(C(=O)N2CCCC2)CC1 | -5% | -1% | -14% | 3%
26 | COc1ccc(NS(=O)(=O)c2ccc(Oc3c(C#N)cccc3C#N)cc2)cc1 | -13% | -2% | nt | ?
27 | FC(F)(F)c1cccc(-n2cccc2/C=N/n2cnnc2)c1 | -6% | 0% | 6% | -1%
28 | Cn1c(=O)[nH]c2ncccc21 | -9% | 1% | nt | -3%
29 | Cc1ccc(S(=O)(=O)c2cnc(SCC(=O)Nc3ccc4c(c3)OCCO4)[nH]c2=O)cc1Cl | ? | 0% | nt | -8%
30 | O=C(O)CN(c1ccccc1)C1SC(=O)NC1=O (centres undefined) | -4% | 2% | ? | -4%
31 | COc1ccc(NC(=O)CN2CCCCC2)cc1 | 5% | 3% | -18% | 5%
32 | COc1ccc(CNC(=O)Cn2c(=O)n3nc(-c4cccc(F)c4)nc3c3ccccc32)cc1OC | -2% | -1% | nt | -9%
33 | O=C1c2cccc3cc(Br)cc(c23)C(=O)N1Nc1ccc(Br)cc1 | ? | -1% | 12% | 4%
34 | CCC(=O)N/C(=N/c1nc(C)cc(C)n1)Nc1cccc(OC)c1 | -5% | -1% | -1% | -7%
35 | CC(=O)c1ccc(NC(=O)CN2C(=O)c3cccnc3Sc3ccccc32)cc1 | -15% | 2% | nt | -20%
36 | C[C@H](NC(=O)c1[nH]cnc1C(=O)Nc1ccc(Cl)cc1)C(=O)OC(C)(C)C | 10% | 1% | nt | ?

No. | TRb SRC2 PPI | GLA spleen mod | L3MBTL1 inh | Tau FP inhib
25 | 1% | 10% | 0% | -1%
26 | -1% | 3% | 3% | -8%
27 | 4% | 4% | -4% | 2%
28 | 6% | 3% | 0% | -8%
29 | 1% | nt | nt | -1%
30 | 1% | 2% | nt | -5%
31 | -11% | 3% | -9% | -3%
32 | -9% | nt | nt | -15%
33 | 7% | 4% | 3% | ?
34 | -1% | 0% | nt | -2%
35 | 9% | nt | nt | -3%
36 | -2% | 0% | nt | 25µM*

More entries follow:
No. | compound | Tau ThT inhib | TR SRC2 fluor cs | ALDH1A1 block | Tau fluor counter
37 | Cc1nc(SCc2ccccc2)c2oc3ccccc3c2n1 | ? | -5% | nt | -16%
38 | CC1(c2nnc(-c3ccc(F)cc3)o2)CC(c2cccc(Cl)c2)=NO1 (centres undefined) | -7% | 1% | nt | -16%
39 | Cc1nn2c(-c3ccccc3)cc(-c3ccccc3)nc2c1-c1ccc(Cl)cc1 | -4% | -4% | nt | -2%
40 | Cc1nc2c(C(=O)NCCC(C)C)c[nH]n2c(=O)c1Cl | -12% | -5% | ? | -6%
41 | Cc1ccc(-n2c(SCc3ccccc3F)nc3[nH]ncc3c2=O)cc1C | -6% | 0% | nt | -24%
42 | O=C(Oc1ccc(N2C(=O)CCC2=O)cc1)c1ccco1 | -10% | -1% | 7% | 2%
43 | COc1ccc(Cc2nnc(SCC(=O)N3CCCC(C)C3)o2)cc1 (centres undefined) | 6% | -3% | 0.89µM* | 4%
44 | COC(=O)c1c(N)c(C#N)c2n1CCCCC2 | -12% | 3% | ? | -2%
45 | COc1ccc(OC)c(Nc2nc(N)c([N+](=O)[O-])c(NCc3ccccc3)n2)c1 | nt | -2% | nt | -23%
46 | CCn1cc(CNC(=S)Nc2cccc3ccccc23)cn1 | 4% | -6% | 6.3µM* | 4%
47 | CC(C)N(CCn1cnc2c([nH]c3ccccc32)c1=O)C(C)C | -7% | 0% | nt | -7%
48 | Cc1cc(=O)[nH]c(N/N=C/c2ccco2)n1 | -21% | 0% | ? | -16%

No. | TRb SRC2 PPI | GLA spleen mod | L3MBTL1 inh | Tau FP inhib
37 | -2% | 16% | 49% | -5%
38 | -9% | 0% | nt | -3%
39 | 6% | nt | nt | 1%
40 | -1% | 6% | -1% | 6%
41 | 2% | nt | nt | -1%
42 | -8% | -1% | nt | 1%
43 | 0% | 2% | -11% | 5%
44 | 2% | 9% | -7% | 3%
45 | -1% | 7% | nt | 0%
46 | -7% | -5% | 36%[activator] | -6%
47 | -4% | 7% | 8% | 0%
48 | -11% | 1% | nt | -10%
